# Bioassay records deposited in PubChem BioAssay by National Center for Advancing Translational Sciences (NCATS).
# TbPYK inhibitor: qHTS of Trypanosoma Brucei Inhibitors | pyruvate kinase (Trypanosoma brucei), Q57TT1 | TbPYK enzyme, Kinase-Glo Plus ATP luminescence, 45 min | Potency, µM (doses to about 76.8 µM), for the others: at the top dose activity, negative = inhibition, actives largely listed as inhibitors | hit rate 0.12% among 410,000 | AID 624173, 2012; note: potency is the fitted concentration of half-maximal effect; % is set by controls: 0 for no effect and ±100 for the full control effect; nearly all actives have a fitted effect of over 50% in size
#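 Activity of T. brucei pyruvate kinase was followed by Kinase-Glo Plus luminescence after the enzyme reacted 45 min at room temperature with 130 uM ADP (final) and substrate. Test compounds were added before ADP at multiple concentrations.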
# Pf growth 48h: Primary qHTS for delayed death inhibitors of the malarial parasite plastid, 48 hour incubation. AID 504832, 2011. P. falciparum luciferase growth in erythrocytes, 48 h. hit rate 5.9% among 310,000. Potency, µM (doses to about 28.7 µM), for inactives: at the highest dose activity change, negative = inhibition, hits mostly inhibitors; note: potency is the fitted concentration of half-maximal effect; % is set by controls: 0 for no effect and ±100 for the full control effect
#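 Here the parasites carry a stable luciferase gene and grow inside erythrocytes in Albumax-based RPMI medium with compound for one erythrocytic cycle. Activity is scored as loss of luminescent signal.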
# CHX counter: Cycloheximide Counterscreen for Small Molecule Inhibitors of Shiga Toxin; cell reporter, cycloheximide protein synthesis inhibition counterscreen; AID 2314, 2010; hit rate 12% among 300,000; max response, %; in the data active = max response mostly above about 13%, no sharp cut-off; inactive = mostly below about 14%; note: read at 38.3 µM for the half of the compounds with a filed dose; 0% is about no effect
# Pf growth 96h: Primary qHTS for delayed death inhibitors of the malarial parasite plastid, 96 hour incubation; P. falciparum luciferase reporter growth, 96 h; hit rate 6.9% among 320,000; Potency, µM (titrated, usually from 28.7 µM), for inactives: at the highest dose activity change, negative = inhibition, most hits filed as inhibitors; note: potency is the fitted concentration of half-maximal effect; % is set by controls: 0 for no effect and ±100 for the full control effect
#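 Plates of compound plus infected erythrocytes (2% hematocrit, 0.05% parasitemia final) incubate 96 hours, 37 C, 5% CO2. Detection reagent added; reduced luminescence from the parasites' luciferase reporter flags inhibition.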
# HCV inh: qHTS Assay for Inhibitors of Hepatitis C Virus (HCV); Huh7.5.1 HCVcc-Cre infection, luciferase reporter, 44 h; Potency, µM (highest dose often 41.8 µM), for inactives: at the highest dose activity change, negative = inhibition, usual class: inhibitors; hit rate 3.4% among 340,000; note: potency is the fitted concentration of half-maximal effect; % is set by controls: 0 for no effect and ±100 for the full control effect
#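 Whole-lifecycle infectious HCVcc-Cre system; cells 1,000/well, compound then virus (~0.5 moi) added 4 h after plating, 44 h culture. Luciferase read 15 sec following 15 min substrate incubation, room temp.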
# Shiga inhibitor: A qHTS for Small Molecule Inhibitors of Shiga Toxin | Vero cells, Shiga toxin protein synthesis inhibition reporter | inhibition, % at 38.7 µM | hit rate 9.2% among 290,000; in the data active = inhibition mostly above about 28%, no sharp cut-off; inactive = mostly below about 43%; note: 0% is about no effect
# LmPK inh: qHTS Assay for Inhibitors of Leishmania Mexicana Pyruvate Kinase (LmPK); purified LmPK, Kinase-Glo ATP luminescence, 1 h; hit rate 0.37% among 290,000; Q27686; Potency, µM (titrated, usually from 57.5 µM), without a hit: at the top dose activity change, negative = inhibition, hits mostly inhibitors; AID 1721, 2009; note: potency is the fitted concentration of half-maximal effect; % is set by controls: 0 for no effect and ±100 for the full control effect
# Target sequence (Q27686 whole entry, looked up): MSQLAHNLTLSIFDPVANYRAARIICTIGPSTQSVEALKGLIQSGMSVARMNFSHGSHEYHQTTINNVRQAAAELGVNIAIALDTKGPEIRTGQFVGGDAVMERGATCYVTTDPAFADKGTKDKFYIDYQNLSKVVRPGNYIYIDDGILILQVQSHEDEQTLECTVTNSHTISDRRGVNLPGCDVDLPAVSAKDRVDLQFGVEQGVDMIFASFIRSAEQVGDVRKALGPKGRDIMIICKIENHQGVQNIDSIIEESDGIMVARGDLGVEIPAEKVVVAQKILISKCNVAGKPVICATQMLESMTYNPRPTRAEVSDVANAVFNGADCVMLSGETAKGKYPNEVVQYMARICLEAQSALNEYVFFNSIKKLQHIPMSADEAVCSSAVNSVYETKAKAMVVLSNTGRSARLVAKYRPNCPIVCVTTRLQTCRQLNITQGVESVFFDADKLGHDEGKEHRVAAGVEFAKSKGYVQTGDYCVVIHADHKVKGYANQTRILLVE
#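 ATP generated from ADP (0.1 mM) and PEP (0.5 mM) by 0.1 nM LmPK over 1 h at room temperature (pH 7.2 imidazole buffer) was detected by coupled luciferase luminescence. Values were normalized to uninhibited and no-enzyme wells.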
# The depositor's hits bear a star; ? = inconclusive; . = not tested or not shown; [ ] = remark or other dose. Unless noted, calls come from the whole dose curve; as a rule, active = well fitted curve in the direction sought with a large enough effect; inconclusive = small, poorly fitted or top-dose-only effect, or another doubt; inactive = no such curve, though single readings can be large; an effect the other way counts as inactive or inconclusive. This is a random part of the collection (roughly 24% active in at least one column).
SMILES,TbPYK inhibitor,Pf growth 48h,CHX counter,Pf growth 96h,HCV inh,Shiga inhibitor,LmPK inh
CC(C)S(=O)(=O)c1nsc2nc(=O)c(/C=C3\C=Nc4ccccc43)c(N)n12,1.6%,5.6%,-2.7,6.4%,0.8%,-7.3,-2.1%
O=c1cc(-c2ccccc2)nc(SCc2ccc(Cl)cc2)[nH]1,-2.5%,2.2%,2.6,-28.4%,10.9%,20.9,-4.1%
O=C(NCCc1ccccc1)c1ccc(S(=O)(=O)N2CCCC2)cc1,4.0%,-15.4%,.,-23.2%,13.8%,.,.
CSc1ccc(/C=C(/NC(=O)c2ccc(C)cc2)C(=O)Nc2cccc(F)c2)cc1,-0.8%,16.8%,10.6,62.9%[activator],31.3%[activator],-11.6,-3.3%
O=C1NCCN/C1=C\C(=O)c1cccc(Br)c1,-0.1%,63.5%[activator],34.2*,170.8%[activator],-10.1%,71.6*,-0.2%
Cc1cc(=O)n2nc(N3CCCC(C(=O)NCc4ccccc4Cl)C3)sc2n1 (configuration not stated),4.5%,?,-2.7,?,10.9%,-4.1,-5.7%
O=C(NC1CCCCC1)C1CCCN1S(=O)(=O)c1cccc2nsnc12 (configuration not stated),1.6%,-12.0%,5.0,?,-10.8%,-22.7,1.5%
CCCCOc1ccc(-c2ncc(Cl)cn2)cc1,8.0%,150.7%[activator],17.4*,?,2.2%,35.2*,-2.7%
COc1ccc(/C=N/n2cnnc2)cc1Br,2.3%,21.1%,-0.7,-13.9%,21.6%,13.3,-6.7%
O=C(NC(=O)N1CCC2(CC1)OCCO2)c1ccc(Cl)cc1,2.2%,?,10.6,55.6%[activator],35.8%[activator],22.9,-3.3%
O=C(O)CC1S/C(=N\N=C2CCCCCC2)N(c2ccccc2)C1=O (configuration not stated),-8.2%,10.8%,1.3,25.2%,4.0%,15.1,-0.9%
NS(=O)(=O)c1ccc(NS(=O)(=O)c2cccs2)cc1,-4.6%,5.0%,-1.4,64.0%[activator],-4.2%,-7.7,-5.6%
COc1cc2c(cc1OC)C(c1cccs1)N(C(=O)c1cccnc1)CC2 (configuration not stated),6.5%,?,-1.0,-20.4%,8.1%,-8.8,-0.8%
O=C(c1ccc(Cn2cc(Br)cn2)cc1)N1CCN(c2ccccc2)CC1,3.3%,-16.4%,1.1,-0.7%[5.75 µM],?,3.6,0.8%
N#CCCCSc1nnc(-c2ccccn2)o1,8.4%,72.2%[activator],18.4,?,1.9%,90.9,-2.3%
Cc1cccc(Cc2cnc(N3C(=N)SC(C)C3=O)s2)c1 (configuration not stated),0.5%,-14.8%,-3.7,-21.1%,20.3%,15.9,10.6%
Cc1ccc(S(=O)(=O)N=S(CC2CC2(Cl)Cl)CC2CC2(Cl)Cl)cc1 (configuration not stated),-1.8%,.,7.5,-0.2%,6.3%,2.7,6.7%
CCN1CCN(S(=O)(=O)c2ccc(Cl)c(C(=O)NC(C)(C)C)c2)CC1,-1.0%,-0.7%,-0.2,12.2%,1.8%,10.0,0.3%
COc1cc(Cl)c(C)cc1NC(=O)CSc1sc2c(O)cc(=O)[nH]c2c1C#N,-22.8%,-0.1%,-2.2,-17.5%,-10.9%,-10.6,1.1%
Cc1ccc2[nH]c3c(c2c1)CN(C(=O)CN1CC(C)OC(C)C1)CC3 (configuration not stated),0.8%,?,1.4,?,0.2%,15.0,2.2%
O=C(Cc1ccccc1)OCCNC(=O)c1cccnc1,2.2%,-10.9%,-5.7,.,15.2%,-19.6,-2.7%
COCCCN(C(=O)c1ccccc1F)c1nc(-c2ccc(OC)cc2)cs1,0.8%,?,9.9,-8.1%,10µM*,0.9,-21.0%
O=C1NC2(C=Cc3c(ccc4ccccc34)O2)Oc2ccccc21 (configuration not stated),5.4%,-1.7%,31.2*,2.6%,?,84.1*,-5.0%
COc1cccc(/C=C/C(=O)OCC(=O)Nc2cccc(S(=O)(=O)N3CCOCC3)c2)c1OC,5.3%,-15.9%,13.1,15.7%,-4.1%,31.1,0.3%
CC(=O)c1ccc(Sc2ccccc2)c([N+](=O)[O-])c1,1.3%,11.0%,0.8,10.6%,?,4.2,-5.8%
CC(C)(C)c1ccc(OCCC(=O)Nc2ccc(N3CCOCC3)cc2N2CCOCC2)cc1,0.3%,?,.,?,?,.,.
CCn1cc(CN2CCC(C(=O)Nc3cccc(-c4cccc(OC)c4)c3)CC2)cn1,5.9%,-24.4%,-3.1,-15.1%,4.0%,-2.0,1.2%
Cc1cc(C)c(S(=O)(=O)N2CCN(c3ccc([N+](=O)[O-])c(NCc4ccco4)c3)CC2)c(C)c1,-5.5%,?,-2.2,3.7µM*,?,-10.2,-0.5%
COC(=O)c1cc(C)nc(Sc2ccccc2NC(C)=O)n1,-2.2%,-10.0%,0.7,?,2.5%,-13.4,-15.9%
CN(C)CCN=Cc1c(O)n(Cc2ccc3c(c2)OCO3)c(=S)[nH]c1=O,-2.4%,2.6%,0.8,37.8%[activator],-3.3%,15.8,1.5%
CN1C(=O)c2cccc3c(S(=O)(=O)Nc4ccccn4)ccc1c23,-3.4%,-10.4%,7.2,13.0%,-2.5%,9.7,-3.8%
Nc1ccc(CCc2nc3ccccc3o2)cc1,-18.8%,166.5%[activator],28.2*,?,-11.8%,64.3,-11.9%
CCOc1ccc2[nH]c(=O)c(=O)[nH]c2c1,1.0%,8.8%,-1.2,.,21.0%,13.1,-12.3%
CCCCn1nc(C(=O)N(CC)CC(=O)Nc2c(F)cccc2F)c2ccccc2c1=O,-0.1%,?,.,?,?,.,.
CSc1nc(NCCCO)c2c3c(sc2n1)CN(C)CC3,1.5%,?,0.2,5.22µM*,?,-2.3,1.7%
CC1=CC(=O)NP(=O)(Oc2ccc3ccccc3c2)N1 (configuration not stated),?,20.5%,-5.2,.,22.7%,34.0,-7.3%

# Single records, as listed above.
# Shown for Nc1ccc(CCc2nc3ccccc3o2)cc1 = TbPYK inhibitor = -18.8%; Pf growth 48h = 166.5%[activator]; CHX counter = 28.2*; Pf growth 96h = ?; HCV inh = -11.8%; Shiga inhibitor = 64.3; LmPK inh = -11.9%
# Shown for O=C(c1ccc(Cn2cc(Br)cn2)cc1)N1CCN(c2ccccc2)CC1 = TbPYK inhibitor = 3.3%; Pf growth 48h = -16.4%; CHX counter = 1.1; Pf growth 96h = -0.7%[5.75 µM]; HCV inh = ?; Shiga inhibitor = 3.6; LmPK inh = 0.8%

# (continued)
SMILES,TbPYK inhibitor,Pf growth 48h,CHX counter,Pf growth 96h,HCV inh,Shiga inhibitor,LmPK inh
O=C(c1cccnc1)N1CCc2ccccc2C1,-0.8%,7.5%,1.8,?,.,-14.7,-3.0%
Cc1nn(C2CCS(=O)(=O)C2)c(Cl)c1/C=C/C(=O)OCC(=O)Nc1ccc2c(c1)OCO2 (configuration not stated),-10.8%,-2.5%,4.9,?,-6.9%,-10.2,4.1%
CCNC(=S)N/N=C(\C)c1ccc(N2CCOCC2)cc1,-1.6%,3.2%,-1.1,-22.8%,?,12.4,-0.5%
CCOc1ccc(-c2c(=O)n(OCc3ccccn3)c3ccccc3[n+]2[O-])cc1,6.1%,?,17.1,?,-9.0%,50.5*,-3.8%
O=C(COc1ccc(S(=O)(=O)NCc2ccccc2)cc1Cl)NCC1CCCO1 (configuration not stated),2.1%,.,-0.8,?,-8.9%,-12.0,8.4%
COc1c(Cl)cc(Cl)cc1CNCCO,4.0%,-4.7%,9.5,71.0%[activator],1.0%,-6.1,6.7%
CCOC(=O)C1(Cc2cccc(OC)c2)CCN(Cc2cccc(O)c2)CC1,-2.1%,?,-3.0,?,-19.5%,11.9,-3.4%
CCOc1cc(C(=O)OCC(=O)c2c[nH]c3ccccc23)ccc1OCC(=O)N1CCOCC1,3.7%,?,-2.4,?,?,-14.4,-2.5%
CC(/C=C1\SC(=S)N(CC(=O)N2CCN(c3ccccc3)CC2)C1=O)=C\c1ccccc1,-9.5%,-12.6%,-3.3,8.1%,0.3%,-3.4,5.5%
O=C(Nc1ccc2ccccc2n1)c1ccccc1Cl,-1.5%,194.4%[activator],39.2*,391.5%[activator],?,55.8*,?
COC/C=C/C1=CC2=CC(=O)C(C)(OC(=O)c3cnc4ccccc4n3)C(=O)C2=CN1c1ccc(CO)cc1 (configuration not stated),.,36.1%[activator],-1.5,7.8%,.,-2.6,-2.9%
O=C(NCc1ccc(Cl)cc1)C(=O)c1c[nH]c2ccccc12,0.7%,13.2%,14.4,0.8%,-0.4%,30.9,-3.8%
CCOC(=O)N=S(=O)(Oc1ccc([N+](=O)[O-])cc1)c1ccccc1 (configuration not stated),-2.9%,-1.0%,-2.1,25.9%,18.9%,-8.8,0.5%
COc1cc(COCC(O)CN2CCCCC2C)cc(OC)c1OC (configuration not stated),-0.1%,.,4.7,23.6%,-2.7%,-3.3,2.7%
CC1CCCN(Cc2c(O)ccc3c2O/C(=C\c2ccco2)C3=O)C1 (configuration not stated),-11.6%,2.33µM*,-2.1,3.29µM*,34.4%[activator],-2.1,5.7%
CCOC(=O)c1cnc(SCC(=O)c2ccccc2)nc1N,-9.6%,187.3%[activator],24.5,37.3%[activator],-10.0%,112.9,-15.4%
O=C(O)CN1C(=O)C2(OCCCO2)c2ccccc21,3.5%,-12.7%,-1.2,?,17.7%,-13.7,0.8%
CN(CC(=O)Nc1ccncc1)S(=O)(=O)c1ccc(Cl)cc1,0.9%,-5.1%,-2.9,.,-11.6%,-4.6,2.0%
CN(c1ccccc1)S(=O)(=O)c1cccc(NC(=O)CSc2nnc(C3CC3)n2C)c1,2.4%,?,.,?,-13.1%,.,.
CN(C)N=C1c2cc(S(=O)(=O)N(C)C)ccc2-c2ccc(S(=O)(=O)N(C)C)cc21,-8.0%,13.1µM*,-2.7,11.7µM*,?,4.3,1.5%
Cc1ccc(SC(C)C(=O)Nc2cccc(N(C)S(C)(=O)=O)c2)cc1 (configuration not stated),5.7%,9.2%,7.9,.,-1.6%,-4.7,0.7%
CCc1ccc(OCCCC(=O)Nc2nnc(C3CCCO3)s2)cc1 (configuration not stated),-12.3%,38.7%[activator],-2.7,11.7µM*,16.1%,8.8,2.2%
CCCCN(Cc1cccs1)S(=O)(=O)c1csc(C(N)=O)c1,11.4%,24.5%,-2.1,?,15.4%,-1.9,-0.3%
CCOc1cccc(/C(O)=C2/C(=O)C(=O)N(Cc3ccco3)C2c2ccncc2)c1 (configuration not stated),-10.8%,14.3%,1.6,?,2.0%,-7.3,0.4%
COC(=O)c1ccc(C(=O)OC)c(NC(=S)N2CCN(c3ccccc3F)CC2)c1,-6.0%,-12.2%,-3.9,4.7%,7.5%,-9.9,-0.5%

# An excerpt from above in order of length of the SMILES, smallest number first.
SMILES,TbPYK inhibitor,Pf growth 48h,CHX counter,Pf growth 96h,HCV inh,Shiga inhibitor,LmPK inh
COc1cc(COCC(O)CN2CCCCC2C)cc(OC)c1OC (configuration not stated),-0.1%,.,4.7,23.6%,-2.7%,-3.3,2.7%
CCCCN(Cc1cccs1)S(=O)(=O)c1csc(C(N)=O)c1,11.4%,24.5%,-2.1,?,15.4%,-1.9,-0.3%
Cc1ccc(SC(C)C(=O)Nc2cccc(N(C)S(C)(=O)=O)c2)cc1 (configuration not stated),5.7%,9.2%,7.9,.,-1.6%,-4.7,0.7%
